Bioassay records from PubChem BioAssay.
SENP6 block = SENP6 protease inhibitors, primary screen, biochemical, luminescence, uHTS. Sentrin-specific protease 6 (Homo sapiens), Q9GZR1. Recombinant SENP6 catalytic domain, aminoluciferin luminescence. inhibition, % at 10 µM. 330,000 tested, 1.8% active. AID 2599, 2010;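 active = inhibition above about 50% at the single tested dose, limit read from the data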;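 note: plate controls were DMSO wells with enzyme for no effect and DMSO wells lacking enzyme for full effect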
UBC13 polyUb = UBC13 polyubiquitin chain formation inhibitors, primary screen, biochemical, TR-FRET, uHTS. Ubiquitin-conjugating enzyme E2 N (Homo sapiens), P61088. inhibition, % at 20 µM. 330,000 tested, 0.47% active. AID 485273, 2010; in the data active = inhibition above about 45%, passing the limit was not always enough
Target sequence (P61088 whole entry, looked up): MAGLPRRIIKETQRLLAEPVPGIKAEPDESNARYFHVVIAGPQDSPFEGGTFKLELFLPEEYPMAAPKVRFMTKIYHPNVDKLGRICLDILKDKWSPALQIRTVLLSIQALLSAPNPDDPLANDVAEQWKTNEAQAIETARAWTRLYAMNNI
SENP8 block-1 = human SENP8 protease inhibitors, primary screen, biochemical, fluorescence, Nedd8 protein substrate, uHTS; recombinant SENP8; inhibition, % at 20 µM; 360,000 tested, 0.64% active; AID 602440, 2012; in the data active = inhibition mostly above about 40%, no sharp cut-off; inactive = mostly below about 27%
MIN6 prolif = inducers of MIN6 beta-cell proliferation, primary screen, ATP luminescence, uHTS; proliferation, % at 10 µM; 330,000 tested, 0.29% active; MIN6 cells proliferation, ATPlite luminescence, 48 h; cells starved in 0.2% serum; 100% = growth in 10% serum;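 active = compounds whose signal lies at least 3.5 SD above the mean of all wells on their plate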;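 note: 0% = DMSO-treated cells in low-serum medium and 100% = 10% serum control; some compounds called inactive have numbers as strong as hits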
SENP1 inh = human SENP1 catalytic domain inhibitors, primary screen, biochemical, FRET, uHTS; 360,000 tested, 0.21% active; inhibition, % at 10 µM; recombinant SENP1 catalytic domain, CyPet-SUMO1-YPet FRET cleavage;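 active = inhibition at least 30% at 10 µM, raw YFP signal under a set limit, fluorescence ratio 0.5 to 1.5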;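 note: 0% = enzyme with DMSO and 100% = no enzyme wells; some results filed as inactive read as strong as hits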
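Compound: 10 µM single point, 0.5% DMSO; Test system: hSENP1 catalytic domain, recombinant; Timing: 50 min reaction at room temperature; Technique: FRET, CFP and YFP emission; Control set: no-enzyme wells low, DMSO-plus-enzyme wells high control.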
SENP7 inh = SENP7 protease inhibitors, primary screen, biochemical, luminescence, uHTS; Sentrin-specific protease 7 (Homo sapiens), Q9BQF6; AID 434973, 2010; inhibition, % at 5 µM; 330,000 tested, 1.5% active; recombinant SENP7, Z-RLRGG-aminoluciferin luminescence, 40 min;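 active = inhibition above about 50% at the single test dose, limit read from the data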;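 note: plate controls were DMSO with enzyme for no effect and no enzyme buffer wells for full effect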
HKDC1 inhibitor = HKDC1 hexokinase inhibitors, primary screen, biochemical, fluorescence, uHTS; Q2TB90; recombinant HKDC1, G6PDH/diaphorase resazurin coupled fluorescence; inhibition, % at 20 µM; 340,000 tested, 0.16% active; AID 493160, 2011;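 active = inhibition above about 35% when tested at 20 µM, limit read from the data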;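 note: plate controls were DMSO wells with enzyme for no effect and DMSO wells lacking enzyme for full effect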
Target sequence (Q2TB90 whole entry, looked up): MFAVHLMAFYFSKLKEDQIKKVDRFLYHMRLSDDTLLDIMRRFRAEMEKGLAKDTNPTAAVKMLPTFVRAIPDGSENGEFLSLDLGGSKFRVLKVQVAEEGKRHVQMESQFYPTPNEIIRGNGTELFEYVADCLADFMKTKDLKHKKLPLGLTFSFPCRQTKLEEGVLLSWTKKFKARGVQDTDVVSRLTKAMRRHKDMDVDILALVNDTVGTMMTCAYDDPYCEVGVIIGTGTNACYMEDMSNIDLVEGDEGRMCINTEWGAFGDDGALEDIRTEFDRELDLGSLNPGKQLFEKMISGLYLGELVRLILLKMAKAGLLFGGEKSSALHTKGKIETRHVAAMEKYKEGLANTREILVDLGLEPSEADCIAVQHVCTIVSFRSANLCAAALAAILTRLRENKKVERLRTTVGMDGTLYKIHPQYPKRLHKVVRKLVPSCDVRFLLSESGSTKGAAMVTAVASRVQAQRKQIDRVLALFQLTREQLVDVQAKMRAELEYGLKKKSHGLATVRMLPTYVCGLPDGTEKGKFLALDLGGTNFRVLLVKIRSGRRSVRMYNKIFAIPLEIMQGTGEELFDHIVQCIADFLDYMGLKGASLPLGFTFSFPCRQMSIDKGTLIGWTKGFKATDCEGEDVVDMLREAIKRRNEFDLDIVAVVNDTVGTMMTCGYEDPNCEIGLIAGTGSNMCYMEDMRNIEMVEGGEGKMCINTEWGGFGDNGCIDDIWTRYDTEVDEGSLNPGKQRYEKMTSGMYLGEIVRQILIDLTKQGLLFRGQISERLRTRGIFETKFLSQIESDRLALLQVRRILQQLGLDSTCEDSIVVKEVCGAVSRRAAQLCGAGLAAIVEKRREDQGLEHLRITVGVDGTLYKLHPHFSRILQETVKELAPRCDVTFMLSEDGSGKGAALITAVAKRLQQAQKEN
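Assay system – recombinant HKDC1 (HK5) hexokinase enzyme, produced in-house · Input – HKDC1 at 5 µg/mL · Reagent – glucose plus 1 mM ATP as hexokinase substrates · Timing – 90 min reaction incubation at room temperature, dark · Measured by – G6PDH/diaphorase-coupled fluorescence, 1 mM NADP, 100 µM resazurin, 525/613 nm · Benchmarks – DMSO-enzyme wells negative, buffer-substituted wells positive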
PfG6PD inh = PfG6PD enzyme inhibitors, primary screen, biochemical, fluorescence intensity, uHTS. glucose-6-phosphate dehydrogenase-6-phosphogluconolactonase (Plasmodium falciparum 3D7). PfGluPho enzyme, NADPH resazurin-diaphorase fluorescence. inhibition, % at 20 µM. 350,000 tested, 0.78% active;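 active = inhibition reaching at least a set limit at 20 µM in the primary screen, cut at about 59% in these data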;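 note: 0% = DMSO wells with substrate and 100% = DMSO wells lacking glucose-6-phosphate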
SENP8 block-2 = SENP8 protease inhibitors, primary screen, biochemical, luminescence; AID 2540, 2010; 330,000 tested, 1.2% active; purified SENP8, Z-RLRGG-aminoluciferin cleavage; Sentrin-specific protease 8 (Homo sapiens), Q96LD8; inhibition, % at 10 µM; in the data active = inhibition above about 50%
An asterisk follows results filed as active; x = no result given.

molecule,SENP6 block,UBC13 polyUb,SENP8 block-1,MIN6 prolif,SENP1 inh,SENP7 inh,HKDC1 inhibitor,PfG6PD inh,SENP8 block-2
COc1cc(NC(=O)CN2CCCCCC2)cc(OC)c1,-10,4,0,1,-1,-9,-4,-1,-7
Cc1cc(C)c(C)c(OCC(O)CN2CCN(c3ccccn3)CC2)c1 (stereo not given),-7,0,9,-1,-1,-9,-3,10,3
CC(=O)Nc1ccc(S(=O)(=O)NCCc2csc(C)n2)cc1,-17,-4,14,0,1,-13,-9,-15,-5
O=C(CCCn1c(SCC(=O)NCCc2ccccc2)nc2ccccc2c1=O)NCC1CCCO1 (stereo not given),12,3,21,2,0,4,-2,-9,4
C=CCSc1nnc2c(n1)[nH]c1c(C)cccc12,12,-17,5,-3,1,-3,1,30,6
Cc1cc(C)nc(N(C#N)Cc2cccc3ccccc23)n1,-2,-12,13,0,0,1,8,-2,-7
Cc1ccccc1Nc1nnc(C)c(=O)[nH]1,-13,6,30,2,0,-2,-6,-11,-2
O=C(/C=C(\O)c1ccccc1)C(=O)NNC(=O)c1ccccc1[N+](=O)[O-],10,0,12,-1,0,1,-6,-30,2
O=C(CNS(=O)(=O)c1ccccc1)NCC(=O)OCc1ccc(Br)cc1,-10,-2,11,-2,0,-7,-4,5,-8
COc1ccccc1-n1c(SCC(=O)N2CCc3ccccc32)nc2c(c1=O)SCC2,-2,0,3,-1,0,3,1,24,-3
CC(=O)C1=C(C)NC(C)=C(C(C)=O)C1c1cn(-c2ccccc2)nc1-c1cccs1,9,-3,-54,-3,-76,8,-1,3,4
CC[N+](C)(C)c1cccc(O)c1,-3,3,13,1,2,0,-7,-2,8
Cc1ccc(S(=O)(=O)CC(N)=O)cc1,-2,7,5,-1,4,-7,-4,-9,0
O=C1COc2ccc(C(=O)CSc3nc4ccccc4c(=O)n3-c3ccc(Cl)c(Cl)c3)cc2N1,-2,22,-3,-6,-2,-1,13,-14,0
CC1(c2nnc(Cc3ccccc3)o2)CC(c2ccc(Cl)cc2)=NO1 (stereo not given),-3,1,9,-2,2,-1,-2,-5,1
Cn1c(N)c(C(=O)COC(=O)CC2CC3CCC2C3)c(=O)n(C)c1=O (stereo not given),-14,-6,12,1,0,-5,1,8,-9
COC(=O)/C(NC(C)=O)=C(\C)c1ccc(Cl)cc1,13,-4,11,2,1,-5,-16,0,5
CCCN1Cc2cccc(C(=O)NC(CC(=O)OCC)c3ccc(C)cc3)c2C1=O (stereo not given),-8,3,21,0,1,-3,-10,0,-4
CC(NC(=O)c1ccc(OC2CCN(S(=O)(=O)N(C)C)CC2)cc1)C1CC1 (stereo not given),-10,6,12,-4,-1,-1,-10,27,-3
COc1ccc(CNS(=O)(=O)c2cc(Br)cc3c2N(C(C)=O)C(C)C3)cc1 (stereo not given),-17,-2,12,1,0,-5,-4,24,2
O=C(CN1CCOCC1)Nc1nc2ccc(Cl)cc2s1,-22,-6,0,-1,-3,7,3,-9,-4
Cc1ccc2nc(N3CCOCC3)c(C=O)cc2c1,-11,3,-436,-2,-44,3,-4,16,-1
COC(=O)c1cc(O)c(O)c(O)c1,-9,14,26,-4,2,7,-5,17,-6
COc1ccc(C(=O)CNc2ccccc2CO)cc1,1,7,-17,0,-3,-2,8,4,-1
Cc1ccc(NC(=O)Cn2ccc([N+](=O)[O-])n2)cc1C,17,-1,29,-1,4,6,-1,0,6
CCNc1cc(N2CCCC2)ccc1[N+](=O)[O-],11,-53,22,-3,2,3,16,-1,-3
Cn1cnnc1SCc1ccc(C(=O)N=Nc2c(O)n(Cc3ccc(Cl)cc3)c3ccccc23)cc1,3,-11,16,0,2,1,0,23,-2
O=C(NN=Cc1ccc2c(c1)OCO2)C1CC1,x,x,3,x,1,x,-6,-2,x
S=c1ccc2ccccc2[nH]1,-48,2,9,0,1,0,2,28,-2
COc1ccc(-c2nc(CS(=O)CC(=O)NC3CCCc4ccccc43)c(C)o2)cc1OC (stereo not given),0,-4,0,4,0,5,0,-2,0
Cc1cc(C)c(C#N)c(N2CCN(c3ccccc3F)CC2)n1,-3,9,-43,-5,-16,-5,-4,6,-4
Cc1ccc(NC(=O)C2Cc3ccccc3O/C2=N\O)cc1C (stereo not given),-1,-6,20,2,1,-8,-2,8,-1
Cc1c(N(C(=O)c2ccccn2)C2(C(=O)NC3CCCCC3)CCCCC2)c(=O)n(-c2ccccc2)n1C,18,-9,11,-2,2,-8,-7,-1,-5
COc1ccc2c(c1)CCC/C2=N\Nc1nc(C(=O)NN)cs1,-5,-10,10,-1,-64,-4,3,1,-2
C=C(C)Cn1c(SCC(=O)NCc2ccco2)nc2sc3c(c2c1=O)CCC3,-1,2,-5,4,-4,6,9,2,9
COc1ccc(C(=O)c2cc([N+](=O)[O-])ccc2N2CCOCC2)cc1,x,x,25,x,0,x,-11,28,x
N#C/C(=C/c1ccc(N2CCCCCC2)o1)c1cccc(F)c1,0,-226,-63,-6,20,-3,4,65*,-2
CC(CCc1ccccc1)NC(=S)NC(=O)c1ccco1 (stereo not given),14,4,13,0,-1,11,-6,16,2
Cc1cccc(/C=N/NC(=O)c2ccc(NC(=O)c3ccc(F)cc3)cc2)n1,-10,-4,-13,1,-43,-2,1,29,-2
COc1ccc(CCNC(=O)c2c(C)nc3ccccn23)cc1,-24,8,5,1,1,-2,-6,-1,4
Cc1ccc(S(=O)(=O)NC2CCCCC2)c(C)c1NS(C)(=O)=O,-12,3,10,-1,2,-5,-5,4,2
CN1CCN(S(=O)(=O)c2ccc(NC(=O)c3ccc([N+](=O)[O-])cc3)cc2)CC1,-10,-7,19,-2,3,-3,-3,0,1
CCOC(=O)/C(C#N)=C/C1=C(N2CCOCC2)C(C)(C)OCC1,-9,3,2,-1,-54,2,-4,-7,-7
COc1ccc(C(=O)OCC[N+]2(C)CCCCC2)cc1,1,7,14,0,0,2,-2,-1,4
Cc1ccc(S(=O)(=O)N2CCN(c3ncnc4sccc34)CC2)cc1C,11,6,-29,-7,-48,-5,5,29,14
Clc1ccc(C[n+]2cc(-c3ccccc3)n3c2CCC3)cc1,-15,-6,9,-2,0,-8,1,-1,-4
Cc1cccc2cc(CN(C(=S)NCC(C)C)C3CCCC3)c(=O)[nH]c12,-6,8,1,0,2,-4,-7,7,-1
CCCCNS(=O)(=O)c1ccc2nc(-c3cccnc3)cc(C(=O)NCCCOC)c2c1,-8,4,10,0,0,3,-2,-9,0
COc1ccc2c(c1)CCc1cn[nH]c1-2,-1,9,10,1,2,-8,4,-5,-15
Cc1ccnc(NC(=O)c2ccoc2C)c1,88*,2,-9,-3,-14,72*,-7,12,4
Cc1ccc(SC(=O)c2c(C)noc2-c2cc(C)on2)cc1,-4,2,17,-6,2,-1,0,2,-5
CCOc1cccc(/C=N/NC(=O)c2ccc3c(c2)OCCO3)c1O,7,-10,-16,-6,6,4,-14,-5,1
COc1ccc(N2C(=O)C3CCCN3C2c2ccc(Cl)cc2)cc1 (stereo not given),-18,8,0,-1,0,-17,0,6,-12
Cc1cccc(Cn2ccc(-c3ccc(Cl)cc3)c(C#N)c2=O)c1,-4,-9,-381,-1,1,-1,-7,-15,5
CCC1=NN(C(=O)Cc2ccc([N+](=O)[O-])cc2)C(O)(c2ccc(Br)cc2)C1 (stereo not given),-3,7,12,0,1,5,-6,-4,1
O=C(NCCCN1CCN(c2ccc(F)cc2)CC1)Nc1ccc([N+](=O)[O-])cc1,-16,14,45*,-4,1,1,6,-14,-1
COCCn1nnnc1C(c1cc2cc(C)ccc2[nH]c1=O)N1CCCCCC1 (stereo not given),-22,-9,-67,0,-13,1,10,35,6
CCOC(=O)c1c(NC(=O)C(C)Sc2cn(C)c3ccccc23)sc2c1CCC2 (stereo not given),0,4,8,-3,-1,2,-2,15,10
O=C(O)[C@@H]1CSC2c3ccccc3C(=O)N21 (stereo not given in full),-25,-3,4,-3,3,-8,3,3,-10
NS(=O)(=O)c1ccc(CCn2c(=S)[nH]c3ccc(F)cc3c2=O)cc1,0,15,-2,2,-2,0,6,12,4

The last 2 records of the part above open the next one.
molecule,SENP6 block,UBC13 polyUb,SENP8 block-1,MIN6 prolif,SENP1 inh,SENP7 inh,HKDC1 inhibitor,PfG6PD inh,SENP8 block-2
O=C(O)[C@@H]1CSC2c3ccccc3C(=O)N21 (stereo not given in full),-25,-3,4,-3,3,-8,3,3,-10
NS(=O)(=O)c1ccc(CCn2c(=S)[nH]c3ccc(F)cc3c2=O)cc1,0,15,-2,2,-2,0,6,12,4
Cc1ccc[n+](CC(=O)Nc2cccc(Cl)c2)c1,0,-10,3,1,0,15,-1,-9,-7
NC(=O)C1(N2CCCCC2)CCN(C(=S)Nc2ccc(S(N)(=O)=O)cc2)CC1,-25,-7,17,-2,2,2,-6,46,-1
CC(C)(C)c1ccc(C(=O)NCc2nnc(SCC(=O)N3CCCc4ccccc43)n2-c2ccccc2)cc1,-1,-12,9,0,1,-8,-1,3,-11
CC(OC(=O)c1ccc(NS(=O)(=O)c2ccc3[nH]c(=O)[nH]c3c2)cc1)C(N)=O (stereo not given),-48,-4,4,-1,-1,-7,0,-14,1
C=CCOC(=O)COc1ccc2c(C)c(CC)c(=O)oc2c1,-5,7,-254,0,3,1,8,5,5
COc1cccc(C(=O)NCC(=O)N2CCC(C)CC2)c1,8,2,18,-2,0,3,1,-16,0
Cc1ccc(C(=O)N/N=C\c2ccccn2)cn1,-11,-11,1,-1,0,-12,1,1,-4
CS(=O)(=O)N1CCc2cc(C(=O)NC3CC3)ccc21,-2,2,4,0,4,-1,-10,-2,-2
COC(=O)C(CC(C)C)N(Cc1cc(OC)cc(OC)c1)S(=O)(=O)c1ccccc1Br (stereo not given),x,x,7,x,-1,7,4,21,x
COc1ccc(C(=O)COC(=O)CCCN=C2NS(=O)(=O)c3ccccc32)c(OC)c1,-2,-2,-7,-4,3,-13,0,-9,-14
O=C(COC(=O)c1cccnc1Cl)c1ccc(OC(F)F)cc1,24,0,8,-2,0,86*,0,4,71*
CCn1c(=O)c2ccccc2n(Cc2ccccc2C)c1=O,-3,7,4,4,3,-5,-4,-13,-7
COC(=O)c1ccccc1NC(=O)C1CCCO1 (stereo not given),12,-9,3,0,1,12,-7,-3,1
CC(=O)c1c(C)nc(-c2cccc([N+](=O)[O-])c2)n1O,-15,-5,11,0,3,-6,7,31,3
CCNC(=S)NNC(=O)CCn1cc(C)cn1,-1,-2,10,-4,1,3,9,-12,-2

Rows are unselected, and some 4% of all compounds hit somewhere here.
